# High-throughput results deposited in PubChem by National Center for Advancing Translational Sciences (NCATS).
# TSHR antagonist: antagonists of human thyroid stimulating hormone receptor. P16473. TSHR-expressing cells, TSH-stimulated cAMP HTRF, 2 h; hits give low values. activity change, negative = inhibition, % at 11.5 µM. 330,000 tested, 0.2% active. AID 504810;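 active means activity change below a set negative limit, meaning inhibition stronger than a set level, cut at about -70% in these data; inconclusive means activity change between two set negative limits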; further: on the % scale 0 is the no-effect control and ±100 the full control effect
#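 Competitive HTRF cAMP read-out (cryptate anti-cAMP antibody, cAMP-d2; 30 min, room temperature) in freshly harvested TSHR cells. Compounds added before TSH at EC80 (4nM final), followed by 2 hours' incubation at 37 deg C.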
# KCNH2 3.1 block: blocks the human KCNH2 3.1 channel isoform. activity change, % (tested at about 1.8 µM). 340,000 tested, 0.95% active. U2OS KCNH2 3.1, thallium flux FluxOr; hits give low values;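 active means maximum activity change below -70%; inconclusive means maximum activity change from -70% to -50%; inactive means maximum activity change above -50%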;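 further: thallium influx rate constant from kinetic fluorescence after stimulation buffer; on the % scale 0 is the no-effect control and ±100 the full control effect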
#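 Measured as rate of thallium-driven FluxOr signal in transduced U2OS cells carrying the 3.1 channel, read kinetically for 2 min upon stimulation; values are rate constants scaled to DMSO control wells.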
# Mito fusion yeast: blocks mitochondrial division or promotes mitochondrial fusion; S. cerevisiae fusion-defective mutant growth rescue, CellTiterGlo 48 h; Potency, µM (series often up to 46.1 µM), inactives show at the highest dose growth rescue (activation), hits mostly activators; 320,000 tested, 0.23% active; AID 485298;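 further: potency means the concentration at half of the fitted maximal effect; % of control where 0% means no effect; nearly all actives have a fitted effect of over 45% in size; temperature-sensitive fusion mutants such as fzo1-1 at 37 °C on non-fermentable ethanol glycerol medium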
#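 Temperature-sensitive fusion-defective S. cerevisiae (e.g. fzo1-1, mgm1-5) were grown with compound in YPEG medium (3% ethanol, 3% glycerol) for 48 hours at 37C. Growth rescue was measured as viability by CellTiterGlo luminescence after 10 minutes at ambient.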
# Eya2 phos inh: blocks the phosphatase activity of human Eya2; recombinant Eya2, OMFP fluorescence dephosphorylation (OMFP is methylfluorescein phosphate); Potency, µM (series often up to 76.9 µM), for inactives: at the highest dose activity, negative = inhibition, hits mostly inhibitors; 330,000 tested, 0.006% active; further: potency means the concentration at half of the fitted maximal effect; on the % scale 0 is the no-effect control and ±100 the full control effect
#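 Eya2 (0.2 uM) preincubated 10 min at ambient with compound, then OMFP substrate added at 50 uM; 10 min reaction in 50 mM HEPES pH 7.5, 50 mM NaCl, 5 uM MgCl2, 0.05% BSA, 1 mM DTT. Fluorescence read at Ex 485/Em 525 nm.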
# TRPV1 agonist: human TRPV1 agonism. Q8NER1. TRPV1-expressing cells, Fluo-8 calcium influx, agonist mode. AID 540275. 320,000 tested, 0.19% active. activation, % at 8.33 µM; in the data active means activation above about 80%; inconclusive means between about 30% and that limit; further: 0% is about no effect
#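 Fluo-8 calcium influx in TRPV1-expressing cells, kinetic read (ex 480/em 520 nm). Compound added and read 3 min for agonist activity, followed by capsaicin at EC20 final and 2 min further read for enhancement.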
# TCR activator: activators of T cell receptors; primary human leukocytes, anti-CD3, IL-2 HTRF, 48 h; Potency, µM (highest dose often 9.22 µM), for the others: top-dose activation of IL-2 secretion, hits mostly activators; 330,000 tested, under 10 active; further: % of control where 0% means no effect
#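 Primary human leukocytes receive a-CD3 beads and test compound and are incubated 48 hr. Secreted IL-2 is then assayed by HTRF, measuring 665nm acceptor emission after 320nm excitation of the europium donor.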
# AT treatment: potential ataxia-telangiectasia treatment; […] A-T fibroblasts, KAP-1 phosphorylation AlphaLISA; neocarzinostatin DNA damage 30 min before lysis; Potency, µM (doses to about 57.5 µM), for the others: at the top dose activation, hits mostly activators; 320,000 tested, 0.19% active; further: potency means the concentration at half of the fitted maximal effect; % of control where 0% means no effect; nearly all actives have a fitted effect of over 45% in size
#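 ATM-like activity read as KAP-1 phosphorylation via AlphaLISA donor/acceptor antibody pairs after lysis and 6 hr at 25C. Cells were ATM-null patient fibroblasts ([…], hTERT), dosed 60 min, then exposed to the DSB inducer NCS for 30 min.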
# hERG WT inh: blocks the wildtype human KCNH2 potassium channel; U2OS, BacMam KCNH2, thallium flux FluxOr; hits give low values; 340,000 tested, 0.37% active; Q12809; activity change, % at 1.84 µM;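 active means maximum activity change below -70%; inconclusive means maximum activity change between -70% and -50%; inactive means maximum activity change above -50%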; further: on the % scale 0 is the no-effect control and ±100 the full control effect
#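 U2OS cells were transduced with wild-type KCNH2 virus (2.03 x 10^8 / mL) for 4 h at room temperature, then cultured overnight at 37 C. Thallium flux was read with FluxOr dye. Rate constants were normalized to DMSO controls.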
# ELG1 repair inh: ELG1-dependent DNA repair inhibition. Potency, µM (top dose mostly 46.1 µM), without a hit: at the top dose activity change, negative = inhibition, most hits filed as inhibitors. AID 504467. 330,000 tested, 2.3% active. HEK293T ELG1-luciferase reporter, luminescence, 16 h; DNA damage induced by 5-fluorouridine; further: potency means the concentration at half of the fitted maximal effect; on the % scale 0 is the no-effect control and ±100 the full control effect; nearly all actives have a fitted effect of over 55% in size
#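 Quantitative HTS, concentration-response format. 2,000 cells/well co-treated with 5-fluorouridine and compound, 16 hr in 5% CO2 at 37 °C; ONE-Glo luminescence read after 30 min.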
# USP2a inh: inhibitors of human ubiquitin-specific protease USP2a. O75604. USP2 core, Ub-CHOP2 coupled fluorogenic reporter, 485/531. Potency, µM (titrated, usually from 38.3 µM), for the others: at the top dose activity change, negative = inhibition, usual class: inhibitors. 330,000 tested, 0.01% active. AID 463254;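 further: potency means the concentration at half of the fitted maximal effect; plate controls were DMSO wells for no effect and full inhibition by NEM control for full effect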
# Target sequence (O75604 whole entry, looked up): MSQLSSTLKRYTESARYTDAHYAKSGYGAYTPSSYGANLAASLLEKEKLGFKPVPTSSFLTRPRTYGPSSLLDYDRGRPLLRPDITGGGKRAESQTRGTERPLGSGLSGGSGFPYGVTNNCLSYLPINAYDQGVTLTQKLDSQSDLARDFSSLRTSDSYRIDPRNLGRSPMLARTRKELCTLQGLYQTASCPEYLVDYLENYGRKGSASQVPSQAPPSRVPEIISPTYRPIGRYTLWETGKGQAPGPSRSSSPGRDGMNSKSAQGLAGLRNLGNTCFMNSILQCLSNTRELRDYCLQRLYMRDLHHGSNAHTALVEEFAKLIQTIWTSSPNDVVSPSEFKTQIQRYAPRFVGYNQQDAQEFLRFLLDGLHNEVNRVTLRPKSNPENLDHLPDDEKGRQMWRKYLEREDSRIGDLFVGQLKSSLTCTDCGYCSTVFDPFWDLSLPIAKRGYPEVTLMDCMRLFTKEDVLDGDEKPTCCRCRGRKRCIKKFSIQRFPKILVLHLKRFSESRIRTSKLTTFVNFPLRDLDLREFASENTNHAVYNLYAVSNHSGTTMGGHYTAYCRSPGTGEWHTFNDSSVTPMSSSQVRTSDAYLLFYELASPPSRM
#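 USP2 core (10nM final) preincubated 30min RT with compound in 20mM Tris-HCl pH 8.0, 2mM CaCl2, 2mM beta-mercaptoethanol, 0.05% CHAPS; 25nM Ub-CHOP2 plus 25nM reporter substrate added, fluorescence (Ex485/Em531) read after 60min.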
# An asterisk follows results filed as active; ? = inconclusive; · = not tested or not shown; & = joins results of further samples; [ ] = dose if it differs, or a comment. Unless noted, the call rests on the fitted dose curve; in most records, active means well fitted curve in the direction sought with a large enough effect; inconclusive means small, poorly fitted or top-dose-only effect, or another doubt; inactive means no such curve, though single readings can be large; an effect the other way counts as inactive or inconclusive. This is a subset, so the mix of outcomes need not match the whole.
SMILES,TSHR antagonist,KCNH2 3.1 block,Mito fusion yeast,Eya2 phos inh,TRPV1 agonist,TCR activator,AT treatment,hERG WT inh,ELG1 repair inh,USP2a inh
O=C(COc1ccc(Cl)cc1Br)N1CCN(c2ncccn2)CC1,-3,-9,11%,12%,-4,2%,-1%,2,-10%,0%
CC(=O)c1cnc(N(C)C)s1,40,-8,1%,5%,3,-3%[46.1 µM],3%,-17,5%,1%
Cc1sc2c(c1C)C(O)=C(C(=O)Nc1ccccc1)S(=O)(=O)N2C,4,6,1%,9%,1,-1%,7%,-4,?,-9%
CCS(=O)(=O)N1Cc2ccccc2CC1C(=O)Nc1ccc(OC)cc1 (stereo not drawn),-7,3,4%,-3%,0,-1%,4%,-17,23%,-7%
CCN1C(=S)N[C@@H](CCc2ccccc2)[C@H](C(=O)OC)[C@H]1C,16&-18,3,-1%&-12%,-4%&10%,-1&2,-5%,-13%&-5%,4,10%,0%&-1%
CCOC(=O)N1CCN(C(=O)c2cccc(NC(=O)c3ccco3)c2)CC1,0,-13,3%,-40%,1,4%,0%,-2,-14%,-4%
COc1ccc2oc(=Nc3ccccc3)c(-c3nc4ccccc4[nH]3)cc2c1,-11,-8,2%,-11%,6,2%[46.1 µM],-5%,2,?,0%
CC(C)c1ccc(NC(=O)c2cccc(NC3=NC4CS(=O)(=O)CC4S3)c2)cc1 (stereo not drawn),21,-15,-1%,-9%,1,-3%,-7%,-12,?,2%
COc1ccc(/C=N/OC(=O)Nc2ccc(Cl)cc2)c(OC)c1,5,-5,-1%,-1%,-2,4%,10%,-1,4%,-6%
Cc1ccc2c(c1)N(CC(=O)NCC1CCCO1)C(=O)CO2 (stereo not drawn),-7,14,6%,3%,0,-4%,4%,1,6%,-1%
Cc1ccc(NC(=O)N(CCC#N)Cc2ccccc2)cc1,1,-3,-2%,?,3,4%,1%,1,12%,-1%
CCN(CC)P(=O)(Nc1ccc(SC(F)F)cc1)c1ccc(N(C)C)cc1NC(=O)c1ccco1 (stereo not drawn),-10,-41,5%,-7%,14,2%,2%,-4,7.3µM*,-6%
CN(CC(=O)NCc1ccc2c(c1)OCO2)S(=O)(=O)c1ccc(Cl)cc1,-5,-21,·,3%,·,·,5%,10,2%,-1%
CCOC(=O)/C(C#N)=C\c1ccc(O)c(OC)c1,1,10,-2%,2%,0,-2%,-10%,10,4%,2%
O=C(NCC1COc2ccccc2O1)C1C2C=CC3(CN(Cc4cccs4)C(=O)C13)O2 (stereo not drawn),8,8,-2%,-3%,-2,2%,-1%,-10,-11%,4%
CS(=O)(=O)N1CCN(C(=O)c2cccnc2)CC1,3,1,-4%,-1%,-4,-1%,4%,-5,0%,1%
CCOC(=O)c1nn(-c2ccccc2C)c2nc(-c3ccc(Cl)cc3)c(C#N)c(=O)n12,-3,-10,8%,7%,-1,-13%,-2%,1,9%,3%
N#CC1(NC(=O)COC(=O)CCN=C2NS(=O)(=O)c3ccccc32)CCCCC1,3,2,2%,-6%,1,·,10%,-9,5%,0%
O=C(N/N=C/c1cccs1)c1cc(-c2ccc(Cl)s2)[nH]n1,13,4,5%,-10%,0,0%,7%,-3,5%,5%
O=C(CCCc1ccccc1)NCCN1CCOCC1,-10,-1,0%,-5%,-5,-8%,5%,4,17%,1%
CCCOc1ccc(N2C(=O)CC(NCc3ccncc3)C2=O)cc1 (stereo not drawn),4,-1,-6%,-9%,-2,4%,-4%,-1,-3%,3%
Nn1c(SCC(=O)Nc2nc3ccccc3s2)nncc1=O,12,-16,-1%,2%,-2,-2%[46.1 µM],-1%,-11,?,4%
O=C(CSc1nnc2ccccn12)N1CCc2ccccc2C1,17,-14,-8%,-1%,3,4%,1%,-1,?,1%
CC(=O)c1cccc(CN2CCN(C(C)C)C(CCO)C2)c1 (stereo not drawn),0,1,1%,3%,-1,2%,5%,2,11%,0%
O=C(Nc1cc(S(=O)(=O)N2CCOCC2)ccc1N1CCCC1)c1cc(=O)[nH]c2ccccc12,-40,3,-1%,12%,3,5%,18%,-15,25%,3%
SMILES,TSHR antagonist,KCNH2 3.1 block,Mito fusion yeast,Eya2 phos inh,TRPV1 agonist,TCR activator,AT treatment,hERG WT inh,ELG1 repair inh,USP2a inh
CCOc1ccc(NC(=O)CN(c2ccc(OCC)cc2)S(=O)(=O)c2c(C)[nH]c(=O)[nH]c2=O)cc1,10,12,-1%,1%,1,5%,-8%,6,8%,-1%
CCN(C(=O)CSc1nnc(-c2ccc(F)cc2)c2ccccc12)C1CCS(=O)(=O)C1 (stereo not drawn),-4,-3,1%,-4%,2,-3%,14%,-8,17%,-2%
CC(C)n1cc([C@@H]2C[C@H]3CN(Cc4cccc(Cl)c4)C(=O)[C@]34CCCN24)cn1,4,19,19%,1%,-3,-2%,13%,4,11%,-2%
O=C(O)C(Cc1ccccc1)NS(=O)(=O)c1ccc2c(c1)OCCO2 (stereo not drawn),18,-20,-1%,20%,4,-14%,-7%,0,17%,0%
CC(C)(C)C(=O)N1CCC[C@H]1C(O)(c1ccccc1)c1ccccc1,11,8,35µM*,-7%,-7,-1%[46.1 µM],0%,-5,-14%,0%
CCC1=C(OC(=O)N(CC)CC)N2C(=O)OC(=NCC(=O)OC)[C@]2(Cc2ccccc2)[C@H]2C1=CC[C@H]1C(=O)N(CC(=O)OC)C(=O)[C@H]12,-9,1,10%,1%,-1,-7%,-3%,-2,15%,-16%
O=c1cc(CN2CCN(CCO)CC2)c2cc3c(cc2o1)CCC3,1,1,-1%,11%,4,-3%,1%,2,12%,5%
CCCOC(=O)C1[C@H]2C(=O)N(C(C)c3ccc(OC)cc3)C[C@]23C=C[C@H]1O3 (stereo partly drawn),-3,34,0%,5%,0,-1%,8%,-1,?,3%
CCCC(=O)NC(=S)Nc1ccc(C(C)=O)cc1,2,5,1%,-4%,22,0%[46.1 µM],-8%,-2,?,1%
N#CCC(=O)Nc1ccc(C(=O)NCC2(N3CCOCC3)CCCCC2)cc1,2,-5,-5%,3%,-2,0%,-4%,-3,32%,3%
COc1ccc(F)cc1S(=O)(=O)NC1CC(C)(C)NC(C)(C)C1,9,13,1%,-10%,1,3%,0%,-9,22%,1%
CC1CCCN(C(=O)COC(=O)c2cccc(NS(=O)(=O)c3ccccc3)c2)C1 (stereo not drawn),4,-4,-2%,3%,1,3%,-2%,-8,-6%,1%
Cc1ccc(C(C(=O)NC(C)(C)C)N(Cc2ccco2)C(=O)CCC(=O)Nc2ccccn2)cc1 (stereo not drawn),-4,-12,5%,7%,9,-1%,-4%,4,-6%,2%
CCSc1cc(C)nc2c(-c3ccccc3)cnn12,-9,-19,-1%,?,2,1%,6%,-24,?,6%
COc1cccc(-c2nnc(NC(=O)CCS(=O)(=O)c3ccc(C)cc3)o2)c1,-4,-1,-6%,17%,2,0%,-14%,-4,25%,1%
Cc1ccccc1S(=O)(=O)/N=C(/c1ccccc1)N1CCOCC1,6,-6,0%,7%,-3,8%,-3%,-11,0%,1%
Cc1ccc(C)c(OCCC(=O)OCC(=O)NNC(=O)c2ccccc2)c1,4,-19,-2%,14%,4,1%,0%,-9,11%,0%
CNc1ccccc1C(=O)OC,8,6,-4%,15%,-2,-5%,-59%[inhibitor],12,?,0%
CCC(=O)c1ccc(OCC(=O)OCC(=O)NCC2CCCO2)cc1 (stereo not drawn),-3,8,0%,0%,1,1%,-1%,11,0%,-1%
O=C(NC(=S)Nc1cc([N+](=O)[O-])ccc1O)C1CC1,12,4,3%,6%,-1,0%,3%,9,17%,-7%
O=C(NNC(=S)Nc1ccccc1C(F)(F)F)c1cccnc1,13,6,4%,1%,-2,-1%,-5%,-1,7%,3%
Cc1ccc(NC(=O)c2cc([N+](=O)[O-])ccc2Cl)c(O)c1,-14,33,-4%,2%,19,3%,-5%,2,?,0%
CCOP(=O)(OCC)/C(C#N)=C/c1c[nH]c2ccccc12,-5,12,-1%,-6%,14,-2%,-3%,-5,0%,-2%
Cc1ccc(S(=O)(=O)NCCSc2nnnn2-c2ccc(C(N)=O)cc2)cc1,-4,0,-3%,9%,-1,-2%,10%,0,-8%,1%
O=C(Cc1ccc(-n2c(=O)[nH]c3ccsc3c2=O)cc1)N1CCN(c2ccc(Cl)cc2)CC1,-10,-1,-6%,3%,-2,-4%[46.1 µM],5%,-1,?,0%
CC(C)[C@H](NC(=O)C1CCN(S(=O)(=O)c2ccc(F)cc2)CC1)C(=O)NCc1ccco1,-3,15,1%,-10%,-2,-1%,6%,0,18%,0%
